# EPAC1 agonist = activates human EPAC1 exchange factor | O95398 | EPAC1 agonist qHTS, biochemical assay; response scale: 100% = response to 6.5 mM cAMP | Potency, µM (top dose mostly 154 µM), for inactives: top-dose activation, hits mostly activators | 360,000 compounds, 0.073% hits; further: potency means the concentration at half of the fitted maximal effect; nearly all actives have a fitted effect of over 60% in size
#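 EPAC1 100 nM, Rap1B–BODIPY-GDP 250 nM, unlabeled GDP 50 uM; compound titration; 5 min RT; kinetic read ex480/em540 at 5-min intervals ×30 min; data normalized to 6.5 mM cAMP agonist control.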
# EPAC1 antagonist = antagonists of human EPAC1; Potency, µM (top dose mostly 115 µM), for the others: at the highest dose activity change, negative = inhibition, actives largely listed as inhibitors; 360,000 compounds, 0.14% hits; O95398; EPAC1 GEF assay, Rap1b-BODIPY-GDP exchange fluorescence;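 further: potency means the concentration at half of the fitted maximal effect; plate controls were vehicle for no effect and positive control for full effect; nearly all actives have a fitted effect of over 50% in size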
# IL-2 act = IL-2 activation. IL-2 activation reporter assay, cell-based qHTS; stimulated with anti-CD3/CD4/CD28 beads; in transgenic mouse T cells. activation, % (series mostly up to about 46 µM). 360,000 compounds, 0.065% hits. AID 652025; in the data active means activation above about 50%; inconclusive means mostly about 30% to 49%; further: 0% is about no effect
#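 EGFP and DsRed fluorescence is measured by plate cytometry in unstimulated transgenic mouse T cells exposed to compound for 60 minutes, then stimulated 18 hours at 37 degrees C with anti-CD3/anti-CD4 beads plus anti-CD28.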
# GLP-1R inv ag = GLP-1 receptor (human) inverse agonism; P43220; HEK293 GLP-1R CRE-luciferase, luminescence, 24 h; GLP-1R form is constitutively active; Potency, µM (doses to about 38.3 µM), for the others: at the highest dose activity change, negative = inhibition, most hits filed as inhibitors; 410,000 compounds, 1.6% hits; AID 624417; further: potency means the concentration at half of the fitted maximal effect; on the % scale 0 is the no-effect control and ±100 the full control effect; nearly all actives have a fitted effect of over 55% in size
#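 qHTS in 1536-well format: reporter HEK293 cells expressing constitutive GLP-1R activity in DMEM + 10% Nu serum, 24 hr with compounds at 37 deg C, luminescence read after 12 min with detection reagent.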
# PI5P4K alpha inh = blocks human PI5P4K alpha kinase activity | max response, % | P48426 | 330,000 compounds, 1.2% hits | PI5P4Kalpha enzyme, ADP-Glo luminescence, 60 min; active compounds read low; active means max response of -50% or lower; inconclusive means between -30% and -50%; inactive means -30% or higher; further: value at the top dose of about 77 µM; on the % scale 0 is the no-effect control and ±100 the full control effect
# Target sequence (P48426 whole entry, looked up): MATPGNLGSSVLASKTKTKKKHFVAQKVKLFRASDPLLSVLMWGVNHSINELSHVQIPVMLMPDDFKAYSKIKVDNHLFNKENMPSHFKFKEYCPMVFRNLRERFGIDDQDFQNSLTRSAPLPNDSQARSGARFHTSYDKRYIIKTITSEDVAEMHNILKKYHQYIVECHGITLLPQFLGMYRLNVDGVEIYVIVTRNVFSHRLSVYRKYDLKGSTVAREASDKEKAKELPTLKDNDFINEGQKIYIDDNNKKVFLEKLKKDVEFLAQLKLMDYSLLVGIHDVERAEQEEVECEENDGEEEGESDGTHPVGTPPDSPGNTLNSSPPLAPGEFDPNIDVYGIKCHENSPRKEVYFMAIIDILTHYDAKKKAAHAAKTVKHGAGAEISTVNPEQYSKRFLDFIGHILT
#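 Enzyme plus substrate dispensed, test compounds pinned in, then ATP (5 microM final) added. After 60 min at RT, ADP-Glo reagent 1 for 45 min and reagent 2 for 30 min preceded luminescence imaging.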
# PLK1 PBD block = blocks phosphopeptide binding to human PLK1 polo-box domain; P53350; Potency, µM, inactives show max response, negative = inhibition, usual class: inhibitors; 360,000 compounds, 2.8% hits; Plk1 PBD binding of FITC phosphopeptide, fluorescence polarization; AID 720504; further: potency means the concentration at half of the fitted maximal effect; series mostly up to about 57 µM; on the % scale 0 is the no-effect control and ±100 the full control effect; nearly all actives have a fitted effect of over 65% in size
# GLP1R ag = activates the human GLP-1 receptor; HEK293 GLP-1R CRE-luciferase, luminescence, 4-6 h; cells express a hypersensitive GLP-1R form; P43220; Potency, µM (titrated, usually from 45.6 µM), for the others: at the highest dose activation, most hits filed as activators; 380,000 compounds, 0.007% hits; AID 624172; further: potency means the concentration at half of the fitted maximal effect; % of control where 0% means no effect
# GLP1R cytotox = cytotoxicity counter-screen for GLP-1 receptor inverse agonists; Potency, µM (top dose mostly 38.3 µM), inactives show at the top dose activity change, negative = inhibition, usual class: inhibitors; 410,000 compounds, 0.13% hits; HEK293 cAMP-luciferase reporter cells, luminescence, 24 h; AID 624418;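 further: loss of luciferase light is scored as toxicity; potency means the concentration at half of the fitted maximal effect; on the % scale 0 is the no-effect control and ±100 the full control effect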
#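 A 23 nL compound transfer followed 12 hours of cell culture at 37 deg C; exposure then lasted 24 hr. Luciferase assay detection reagent was dispensed and plates read for luminescence after a 12 min room-temperature wait.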
# PTHR1 ag = PTHR1 (human) receptor agonism; Q03431; HEK293 GP2 PTHR1 cells, GloSensor cAMP luminescence, 1 h; Potency, µM (series often up to 115 µM), without a hit: at the top dose activation, actives largely listed as activators; 410,000 compounds, 0.075% hits; AID 743266; further: potency means the concentration at half of the fitted maximal effect; nearly all actives have a fitted effect of over 55% in size; some results filed as inactive show a strong effect at the top dose; inactives centre near -15; many of its hits are not listed in these tables
# Target sequence (Q03431 whole entry, looked up): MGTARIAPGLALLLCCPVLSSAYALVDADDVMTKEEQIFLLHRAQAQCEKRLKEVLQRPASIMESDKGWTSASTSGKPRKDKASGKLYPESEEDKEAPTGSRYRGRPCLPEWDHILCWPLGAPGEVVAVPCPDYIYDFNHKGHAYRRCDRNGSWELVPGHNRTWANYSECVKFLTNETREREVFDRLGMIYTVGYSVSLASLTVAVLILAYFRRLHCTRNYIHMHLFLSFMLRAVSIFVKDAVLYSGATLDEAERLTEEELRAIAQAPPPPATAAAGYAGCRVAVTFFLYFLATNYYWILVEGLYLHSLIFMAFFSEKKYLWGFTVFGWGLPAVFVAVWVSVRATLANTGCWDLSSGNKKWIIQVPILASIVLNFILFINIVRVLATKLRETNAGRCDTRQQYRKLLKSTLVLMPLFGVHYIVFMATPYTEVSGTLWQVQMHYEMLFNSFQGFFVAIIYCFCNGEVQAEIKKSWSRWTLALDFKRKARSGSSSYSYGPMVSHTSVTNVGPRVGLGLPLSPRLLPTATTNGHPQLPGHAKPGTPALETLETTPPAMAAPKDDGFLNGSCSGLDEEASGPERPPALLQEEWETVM
#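 HEK-293-derived GP2 cells expressing PTHR1 and a GloSensor cAMP reporter, 3,000/well, plated overnight, given luciferin plus IBMX (each 0.5 mM as added) for 1 h at 37 °C, then compound for 1 h at 37 °C. Luminescence was read after 15 min at room temperature.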
# An asterisk follows results filed as active; i = inactive; ? = inconclusive; . = not tested or not shown; & = joins results of further samples; [ ] = another dose, or the depositor's remark. Unless noted, the call rests on the fitted dose curve; in most records, active means well fitted curve in the direction sought with a large enough effect; inconclusive means small, poorly fitted or top-dose-only effect, or another doubt; inactive means no such curve, though single readings can be large; an effect the other way counts as inactive or inconclusive. The list is partial (hit frequency here may not be typical).
SMILES,EPAC1 agonist,EPAC1 antagonist,IL-2 act,GLP-1R inv ag,PI5P4K alpha inh,PLK1 PBD block,GLP1R ag,GLP1R cytotox,PTHR1 ag
CCN1CCN(S(=O)(=O)c2ccc(C(=O)Nc3sc4c(c3C(N)=O)CCN(CC)C4)cc2)CC1,10%,-2%,2.7,16%,0,4%,1%,0%,i
COCc1nnc(NC(=O)C2CC(=O)N(C3CCCCC3)C2)s1 (stereo not drawn),-7%,14%,-0.1,8%,-2,-24%,-3%,5%,i
C=CCN1C(=O)/C(=C/c2ccc(OCC(=O)O)cc2)S/C1=N/c1nccs1,-9%,6%,1.5,147%[activator],-15,-22%,-3%,?,-10%
COCCNC(=O)c1ccc(CS(=O)(=O)c2cccc(C(F)(F)F)c2)o1,-6%,0%,-0.9,22%,0,3%,0%,3%,?
NC(=O)C1CC(=O)N(c2ccc(OCc3ccccc3Cl)cc2)C1 (stereo not drawn),6%,-23%,-0.6,0%,-6,-13%,9%,-13%,-4%
CC(C)CN(CC(C)C)C(=O)CS(=O)(=O)Cc1ccccc1,6%,14%,-0.9,2%,.,-2%,-6%,-16%,-20%[57.5 µM]
CC(Sc1nc2ccccc2n1C)C(=O)Nc1ccc(N2CCOCC2)cc1 (stereo not drawn),4%,-4%,-2.5,56%[activator],2,8%,13%,-5%,-17%
Cn1c(=O)c2c(nc(NCc3cccnc3)n2Cc2ccccc2Cl)n(C)c1=O,9%,-4%,1.4,20%,-1,-2%,4%,16%,-23%
Cc1cc(C(=O)CSc2n[nH]c(N)n2)c(C)n1-c1ccc2c(c1)OCO2,-3%,-13%,-0.1,81%[activator],-23,-12%,11%,-2%,-22%
COc1ccc(N2CCN(C(=O)c3cc4c(C)nc5ccccc5c4o3)CC2)cc1,9%,-21%,-3.8,?,6,-10%,0%,?,-16%
COCCNC(=O)C(=O)Nc1ccc(Br)cc1,4%,-4%,0.0,6%,.,-6%,-6%,-10%,i
O=C(CCC1CCCC1)NCCS(=O)(=O)N1CCN(c2ccccc2)CC1,12%,4%,-4.6,-17%,-4,-8%,-21%,-9%,i
COC(=O)c1ccc(C(=O)N2CCCC(Nc3ccc(F)c(F)c3)C2)cc1 (stereo not drawn),-2%,-14%,0.1,-24%,3,-3%,13%,13%,-19%
N#C/C(=C\C=C\c1ccccc1[N+](=O)[O-])c1nc(-c2ccc3c(c2)OCO3)cs1,1%,13%,5.2,-12%,.,-1%,-2%,5%,-3%[57.5 µM]
COC(=O)[C@@H]1C[C@H]2CC[C@H](O)C[C@H]2N1Cc1ccc(C)s1,-16%,9%,-0.3,15%,7,3%,0%,5%,i
Cc1ccccc1C(=O)NC(CC(C)C)C(=O)OCc1cc(=O)n2cc(Br)ccc2n1 (stereo not drawn),3%,-29%,-1.4,59%[activator],1,-3%,1%,19%,-23%
O=C(c1ccccc1)c1ccc(C(=O)N2CCN(c3ccc(F)cc3)CC2)o1,-2%,-2%,0.8,?,-7,-2%,2%,4%,-26%[57.5 µM]
CNC(=O)N1CCN(C(=O)NC)CC1,-1%,9%,-2.3,18%,.,-4%,-5%,9%,i
C=CCOc1cccc(/C=N/NC(=O)C(=O)NCc2ccco2)c1,-16%,-4%,-2.9,-6%,-1,-12%,-11%,21%,i
CC(C)Oc1cccc(C(=O)C2CCCN(C(=O)c3ccsc3)C2)c1 (stereo not drawn),14%,-23%,3.1,1%,0,3%,-1%,2%,i
CC(C)CNC(=O)C1CCN(c2ccc(S(=O)(=O)N3CCOCC3)cc2Cl)CC1,-1%,2%,-2.6,0%,.,-3%,4%,7%,-15%[57.5 µM]
CC(C)C1Nc2ccc(C(=O)NCc3ccco3)cc2NC1=O (stereo not drawn),-3%,-2%,2.0,14%,-4,-17%,1%,-25%,i
CN(CC(=O)Nc1cccc(F)c1)C(=O)c1cn(-c2ccccc2)nc1-c1ccccc1,3%,1%,1.1,?,12,4%,12%,-30%,i
COc1ccccc1C=NN=Cc1ccccc1OC,14%,1%,0.5,6%,24,2%,3%,-10%,-7%
O=C(O)c1cccc(S(=O)(=O)Nc2cccc3ccccc23)c1,6%,18%,1.2,9%,8,-3%,1%,-5%,-9%

# Just PTHR1 ag, PI5P4K alpha inh and EPAC1 antagonist, for 2 of the compounds above:
Molecule | PTHR1 ag | PI5P4K alpha inh | EPAC1 antagonist
O=C(c1ccccc1)c1ccc(C(=O)N2CCN(c3ccc(F)cc3)CC2)o1 | -26%[57.5 µM] | -7 | -2%
CN(CC(=O)Nc1cccc(F)c1)C(=O)c1cn(-c2ccccc2)nc1-c1ccccc1 | i | 12 | 1%

# (listing goes on)
SMILES,EPAC1 agonist,EPAC1 antagonist,IL-2 act,GLP-1R inv ag,PI5P4K alpha inh,PLK1 PBD block,GLP1R ag,GLP1R cytotox,PTHR1 ag
COC(=O)[C@@]12CCCCN1[C@H](c1ccc(-c3ccc(C(C)=O)cc3)cc1)[C@@H]1C(=O)N(C)C(=O)[C@@H]12,-9%,-4%,-0.7,-2%,-3,-13%,12%,1%,-18%
COc1ccccc1OCCCCNC(C)(C)C,5%,-4%,-5.4,-16%,.,-3%,3%,-25%,i
O=C(O)c1cccc(S(=O)(=O)Nc2ccccc2Cl)c1,8%,9%,-0.5,13%,-16,-3%,-13%,0%,i
CCCCNC(=O)Nc1ccc2c(c1)N(C)C(=O)c1ccccc1S2,-5%,-18%,-1.5,?,9,1%,4%,1%&-21%,-37%
CN(CC(=O)NC1CCCCC1)S(=O)(=O)c1cccc2cccnc12,-33%[inhibitor],0%,-1.9,4%,-5,-2%,-3%,1%,i
COC(=O)CCC(=O)N1CCc2cc(S(=O)(=O)N3CCN(c4ccccc4Cl)CC3)ccc21,22%,-15%,0.2,-1%,-11,-10%,1%,23%,i
O=[N+]([O-])c1ccccc1SN(Cc1ccccc1)c1ccccn1,4%,-16%,3.1,?,10,12µM*,8%,2%,-53%[inhibitor]
CCCn1c2ccccc2c2nnc(SCCN3CCOCC3)nc21,4%,-5%,-3.0,165%[activator],1,-20%,3%,-7%,-8%
Cc1ccc(SCCN2CCN(C)CCC2=O)cc1,8%,5%,-0.1,16%,-2,-8%,4%,-18%,i
COc1ccccc1NC(=O)C1=C(C)Nc2ncnn2C1c1ccccc1C (stereo not drawn),4%,-2%,-1.5,9%,0,-9%,22%,14%,i
CN(Cc1cccnc1)C(=O)c1cc(COc2ccc3c(c2)CCCC3)on1,-3%,-12%,-3.8,?,1,1%,8%,-2%,-44%[inhibitor]
CCOC(=O)C(NCc1ccc2c(c1)OCO2)(NC(=O)CC)C(F)(F)F (stereo not drawn),0%,18%,1.7,3%,0,1%,-5%,-6%,i
CC(NC(=O)Cn1cc([N+](=O)[O-])cn1)c1ccc(C(C)(C)C)cc1 (stereo not drawn),-5%,-18%,0.4,?,0,-2%,0%,-8%,-50%[inhibitor]
CCC(=O)Nc1cc(-c2nn(C)c(=O)c3ccccc23)ccc1N1CCCCC1,-2%,-10%,0.8,30%,-1,3%,5%,1%,-16%[57.5 µM]
COc1ccc(S(=O)(=O)N2CCOCC2)cc1NC(=O)C1COc2ccccc2O1 (stereo not drawn),10%,?,-4.3,11%,4,-3%,19%,4%,-49%[inhibitor]
S=C(Nc1ccc(Cl)cc1Cl)Nn1cnnc1,-6%,-20%,-2.1,13%,-23,6.7µM*,0%,-8%,-10%
Cc1c(CN2CCC(Oc3ccc(C(=O)N4CCCCC4)cc3)CC2)cnn1C,11%,-6%,-0.2,1%,1,-8%,-6%,18%,i
N#CC(c1ccc(Cl)cc1)(c1ncc(C(F)(F)F)cc1Cl)N1CCOCC1 (stereo not drawn),-4%,-17%,0.9,?,20,2%,-1%,-10%,-19%
CCC(=O)N1c2ccccc2NC2=C(C(=O)CC(C)(C)C2)C1c1cccnc1 (stereo not drawn),21%,-22%,0.0,9%,-2,-7%,2%,2%,-14%
CSc1ccccc1NC(=O)CN(C)CC(=O)c1c(C)[nH]c2ccccc12,-2%,-1%,-2.5,?,-3,-1%,21%,-20%,i
O=C(NNC(=O)c1cc(-c2ccncc2)nc2ccccc12)c1ccccc1F,12%,11%,-4.1,22%,-6,4%,0%,-15%,-4%
CSc1ccc(/C=N/NC(=O)CN2CCN(Cc3ccccc3)CC2)cc1,-5%,-19%,-1.4,-20%,-4,-2%,14%,-7%,0%
Cc1cc(NS(=O)(=O)c2ccc(NC(=O)CSc3nnc(-c4ccco4)n3Cc3ccco3)cc2)nc(C)n1,5%,11%,0.5,11%,?,4%,-10%,-4%,i
Cc1ccc(CN(c2ccc(C(=O)NCC3CCCO3)cc2)S(C)(=O)=O)cc1 (stereo not drawn),7%,-10%,-0.3,1%,9,-2%,7%,-13%,-16%
Cc1nn(C)c(C(=O)N/N=C/c2cccc3ccccc23)c1Cl,2%,-17%,1.3,12%,3,-8%,11%,-2%,i
O=C(O)C1C2C=CC(C2)C1C(=O)NCc1cccc(Cl)c1 (stereo not drawn),-3%,-14%,-0.4,?,-3,0%,0%,-8%,i
O=C(NCc1cccnc1)c1cc(C2CCCN(C(=O)c3cccc(O)c3)C2)on1 (stereo not drawn),-2%,0%,-0.9,-21%,-3,4%,-4%,2%,8%
Cc1cc(C)cc(OCC(=O)N(Cc2ccc(N(C)C)cc2)C2CCS(=O)(=O)C2)c1 (stereo not drawn),-13%,?,3.1,-30%,3,1%,13%,-16%,i
Cc1ccc(Cl)c(NC(=O)CCl)c1Cl,2%,-1%,-1.0,17%,-4,-4%,9%,-20%,-8%
CS(=O)(=O)c1ccc(C(=O)N2CCN(Cc3ccccc3)CC2)cc1,-7%,-1%,-0.1,11%,-6,-28%,6%,-2%,-8%

# Entries listed so far shown as hits in PLK1 PBD block.
Structure | EPAC1 antagonist | IL-2 act | GLP-1R inv ag | PI5P4K alpha inh | PLK1 PBD block | GLP1R ag | PTHR1 ag
O=[N+]([O-])c1ccccc1SN(Cc1ccccc1)c1ccccn1 | -16% | 3.1 | ? | 10 | 12µM* | 8% | -53%[inhibitor]
S=C(Nc1ccc(Cl)cc1Cl)Nn1cnnc1 | -20% | -2.1 | 13% | -23 | 6.7µM* | 0% | -10%

# Bioassay records: PubChem BioAssay, National Center for Advancing Translational Sciences (NCATS)
